# From PubChem BioAssay
# CRFR2-BP antag – antagonists of CRF-binding protein/CRF-R2 receptor complex. hit rate 0.59% among 350,000. inhibition, % at 11.8 µM. HEK293 CRF-R2/CRF-BP, CRF-induced calcium fluorescence;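 active = inhibition of the ligand-induced calcium signal above about 50% at the single tested concentration, limit read from the data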
# CHRM5 agonist – agonists of human muscarinic M5 receptor (CHRM5) | P08912 | CHO-K1 hM5 cells, Fluo-8 calcium fluorescence; 0% DMSO wells, 100% maximal acetylcholine response | activation, % at 3 µM | hit rate 0.19% among 360,000;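 active = activation above the run's mean over test compounds plus 3 SD, cut at about 23% in these data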;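 also: signal is peak over basal fluorescence ratio across the kinetic read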
# CHRM1 PAM – potentiates human M1 receptor response to acetylcholine; P11229; CHO-K1 hM1, Fluo-8 calcium fluorescence, ACh EC20; 0% = ACh EC20, 100% = maximal ACh; activation, % at 3 µM; hit rate 0.088% among 360,000; AID 588819; in the data active = activation above about 19%, passing the limit was not always enough
# Target sequence (P11229 whole entry, looked up): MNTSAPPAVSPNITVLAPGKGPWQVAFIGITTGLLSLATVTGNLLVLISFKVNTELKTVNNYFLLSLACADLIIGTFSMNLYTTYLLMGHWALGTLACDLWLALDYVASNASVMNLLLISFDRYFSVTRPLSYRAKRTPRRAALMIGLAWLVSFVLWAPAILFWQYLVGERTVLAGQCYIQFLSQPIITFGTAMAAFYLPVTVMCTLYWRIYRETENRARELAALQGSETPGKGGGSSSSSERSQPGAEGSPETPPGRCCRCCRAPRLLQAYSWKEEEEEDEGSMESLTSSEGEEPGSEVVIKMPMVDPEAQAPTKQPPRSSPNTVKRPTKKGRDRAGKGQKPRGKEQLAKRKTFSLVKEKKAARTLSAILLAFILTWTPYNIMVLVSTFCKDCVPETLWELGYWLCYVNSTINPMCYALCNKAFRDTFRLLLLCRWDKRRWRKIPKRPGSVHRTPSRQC
# CHRM4 PAM – CHRM4 positive allosteric modulation | P08173 | CHO-K1 hM4/Gqi5, Fluo-8 calcium fluorescence, ACh EC20; 0% = ACh EC20, 100% = maximal ACh | activation, % at 3 µM | hit rate 0.4% among 360,000 | AID 624126;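 active = activation above its plate's cutoff, the mean activation of sample wells plus 3 SD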; also: some results filed as inactive read as strong as hits
# Target sequence (P08173 whole entry, looked up): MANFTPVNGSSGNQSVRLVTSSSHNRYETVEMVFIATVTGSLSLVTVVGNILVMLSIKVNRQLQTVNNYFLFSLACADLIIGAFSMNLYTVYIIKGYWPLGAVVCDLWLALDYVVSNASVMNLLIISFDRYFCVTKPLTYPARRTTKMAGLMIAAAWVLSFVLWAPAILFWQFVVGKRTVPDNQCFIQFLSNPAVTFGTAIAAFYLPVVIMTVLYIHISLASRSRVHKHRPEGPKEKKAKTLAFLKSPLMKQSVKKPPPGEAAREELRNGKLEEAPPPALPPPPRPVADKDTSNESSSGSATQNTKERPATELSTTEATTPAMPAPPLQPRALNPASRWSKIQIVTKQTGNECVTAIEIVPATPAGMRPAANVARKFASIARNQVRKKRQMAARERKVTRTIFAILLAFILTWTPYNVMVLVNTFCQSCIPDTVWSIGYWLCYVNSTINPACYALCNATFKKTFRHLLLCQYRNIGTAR
# M5 antag – antagonists of human muscarinic M5 receptor (CHRM5); P08912; CHO-hM5 cells, Fluo-8 calcium fluorescence, ACh EC80; inhibition, % at 3 µM; hit rate 0.59% among 360,000; AID 624040;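 active = inhibition above a per-plate cutoff, the mean of that plate's test compounds plus 3 SD, cut at about 27% in these data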;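 also: 0% = acetylcholine EC80 with DMSO and 100% = DMSO without agonist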
# CRFR2-BP ag – CRF-BP/CRF-R2 complex agonism; HEK293 CRF-R2/CRF-BP, calcium dye fluorescence (FLIPR); percent of saturating CRF peptide response; activation, % at 13.2 µM; hit rate 0.46% among 350,000;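 active = activation of at least 50%, plus an integration ratio under a set limit after plate pattern correction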;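 also: plate controls were neutral control wells without compound for no effect and CRF at EC100 for full effect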
# M4 antag – blocks acetylcholine activation of human M4 receptor. AID 624125. hit rate 0.73% among 360,000. P08173. CHO-hM4 cells, ACh EC80, Fluo-8 calcium fluorescence. inhibition, % at 3 µM;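 active = inhibition above its plate's cutoff, the mean inhibition of sample wells plus 3 SD, cut at about 27% in these data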;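 also: 0% = acetylcholine EC80 with DMSO and 100% = DMSO without agonist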
# CHRM4 agonist – CHRM4 agonism in calcium assay | CHO-K1 hM4/Gqi5, Fluo-8 calcium fluorescence; vehicle 0%, full acetylcholine response 100% | activation, % at 3 µM | hit rate 0.14% among 360,000 | AID 624127;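 active = activation above the run mean over all test wells plus 3 SD, cut at about 32% in these data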;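 also: peak over basal fluorescence ratio per well then scaled between controls; 0% = DMSO wells and 100% = acetylcholine at EC100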
# M5 PAM – CHRM5 positive allosteric modulation | P08912 | CHO-K1 hM5, Fluo-8 calcium, ACh EC20 PAM; 0% = ACh EC20, 100% = ACh EC100 | activation, % at 3 µM | hit rate 0.3% among 360,000 | AID 624038;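 active = activation above the run cutoff, the mean activation of all test compounds plus 3 SD, cut at about 18% in these data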
#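 Replicates: One well per compound, no replicates | System: Human M5 receptor in CHO-K1 cells | Benchmarks: Low control EC20 acetylcholine (0%), high control EC100 acetylcholine (100%) | Probe or stimulus: Acetylcholine, EC20 level | Times: Fluo-8 loading 80 min at 37 °C plus 30 min room temperature | Signal: Intracellular calcium via Fluo-8 fluorescence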
# * = called active by the depositor; x = no result given.
CRFR2-BP antag,CHRM5 agonist,CHRM1 PAM,CHRM4 PAM,M5 antag,CRFR2-BP ag,M4 antag,CHRM4 agonist,M5 PAM,structure
4,1,-1,-7,7,0.4,14,14,-9,O=C(N/N=C/c1cccnc1)c1ccc(NC(=O)c2ccccc2Cl)cc1
20,-3,1,2,-8,-3.3,1,2,-4,COc1ccc(/C=C/C(=O)N(c2ccccn2)C2CCCCC2)cc1OC
13,2,7,6,3,-2.6,-17,1,-10,CCOC(=O)Cc1c(C)nc2c(-c3ccccc3)c(C)[nH]n2c1=O
8,-5,8,0,-2,-1.1,-1,0,-2,O=C(CSCc1ccc(F)cc1)Nc1ccc(F)cc1
17,1,-3,1,-5,-0.5,-4,-1,1,COc1cccc(-c2nc(-c3ccc(Br)o3)no2)c1
-38,4,3,-8,10,1.6,5,0,11,O=c1[nH]ncc2c3ccccc3n(Cc3cccc(Cl)c3)c12
x,0,x,0,6,x,-5,2,-4,COc1ccc(CNC(=O)C[C@@H]2CC[C@@H](NS(=O)(=O)c3cccc(OC)c3)[C@@H](CO)O2)cc1
19,-3,-4,-11,18,-0.7,7,10,-13,Cc1ccc(CNS(=O)(=O)c2ccc(Br)s2)cc1

# Next section, overlapping the part above by two compounds.
CRFR2-BP antag,CHRM5 agonist,CHRM1 PAM,CHRM4 PAM,M5 antag,CRFR2-BP ag,M4 antag,CHRM4 agonist,M5 PAM,structure
x,0,x,0,6,x,-5,2,-4,COc1ccc(CNC(=O)C[C@@H]2CC[C@@H](NS(=O)(=O)c3cccc(OC)c3)[C@@H](CO)O2)cc1
19,-3,-4,-11,18,-0.7,7,10,-13,Cc1ccc(CNS(=O)(=O)c2ccc(Br)s2)cc1
1,1,7,10,7,-3.3,-10,5,-4,C#CCNC(=O)[C@H](Cc1ccc(C(=O)c2ccccc2)cc1)NC(=O)OC(C)(C)C
0,2,9,-1,7,-1.4,-8,0,-6,Cc1cccnc1NC(=O)c1ccc(Br)o1
-20,7,8,-10,9,-1.7,7,14,-6,C/C(CC(=O)Nc1ccc(Cl)cc1Cl)=N\NC(=O)c1ccncc1
-24,3,8,10,9,2.9,-2,5,-5,Cc1cc(NC(=O)CN2C(=O)NC(CC(C)C)C2=O)ccc1Br (stereo not drawn)
9,1,-6,-2,8,-1.3,6,1,-7,COc1ccc(S(=O)(=O)N(C)[C@H]2C[C@H]3c4cc(N5CCN(C)CC5)ccc4CCN3C(=O)[C@H]2[C@H](C)O)cc1
-2,-3,-1,-6,-5,-1.7,-5,9,-9,O=C(Nc1ccccc1N1CCOCC1)c1ccc(Cl)c(S(=O)(=O)NCc2ccco2)c1
2,-2,-4,-2,6,0.8,-5,4,-4,O=S(=O)(NCc1csc(-c2cccnc2)n1)c1ccc(F)cc1
-53,-3,-3,5,-9,0.4,9,0,-2,CCSc1nc2c(c(=O)n(C)c(=O)n2C)n1Cc1ccc(Cl)cc1
-10,-3,-6,-4,2,1.9,-19,16,-4,COc1ccc(-n2nc(C(=O)NCC(=O)N3CCC(C)CC3)c3ccccc3c2=O)cc1Cl
10,-5,-31,-9,11,-3.0,-11,12,-25,CC(C)Oc1ccc(C(=O)Nc2cccc(S(=O)(=O)N3CCCC3)c2)cc1
7,-1,11,10,13,-1.4,-15,0,-1,Cc1ccn2c(=O)nc(SCC(=O)NC3CCCCC3)nc2c1
5,-1,2,1,-7,7.4,-1,0,5,COc1ccc(CNC(=O)CN(c2cc(C)cc(C)c2)S(=O)(=O)c2c(C)[nH]c(=O)[nH]c2=O)cc1
-5,-3,8,13,-3,7.4,-14,2,2,COc1ccc(C(=O)NNS(=O)(=O)c2ccccc2)cc1
-3,-3,4,1,1,-1.2,6,0,-2,COc1ccc(C)cc1NC(=O)C1CCCN1C(=O)OCc1ccccc1 (stereo not drawn)
-6,-3,21,-6,12,-4.1,-2,1,3,COc1cccc(-c2nc(CS(=O)(=O)CC(=O)NC3CCCCC3C)c(C)o2)c1 (stereo not drawn)
5,0,2,-5,10,-0.7,7,0,0,COc1ccc(C(=O)CCC(=O)Nc2cc(Cl)c(O)c(Cl)c2)cc1
0,-4,7,10,6,-0.9,-10,1,-6,CN1CCN(C(CNC(=O)C(=O)NC2CCCC2)c2ccc(F)cc2)CC1 (stereo not drawn)
-10,-1,1,-7,7,1.3,4,4,-4,COc1ccc2sc(-c3ccccc3OC)c(-c3ccc(OCCN4CCOCC4)cc3)c2c1
7,-3,6,13,-10,-0.8,-17,-1,8,COc1ccc(-c2c(O)c(C#N)c(-c3ccccc3)n(-c3ccc(OC)cc3)c2=O)cc1
-4,0,6,3,9,-3.1,-2,2,-3,Cc1cc(C(=O)OCC(=O)Nc2ccccc2[N+](=O)[O-])c2ccccc2n1
-27,0,6,-3,-2,9.1,2,1,-6,N#C/C(=C\c1cn(CCOc2ccccc2F)c2ccccc12)C(=O)NCc1cccs1
4,-1,2,-7,13,0.0,14,1,-2,Cc1nn(C)c(C)c1NC(=O)/C(C#N)=C\N(C)C
0,3,11,9,-1,-0.1,12,1,3,O=C1COc2ccc(C(=O)COc3ccc([N+](=O)[O-])cc3)cc2N1
2,-1,0,-8,-13,0.6,1,1,-1,Cc1ccc(OCC(=O)Nc2ccc3c(c2)nc(CCN2CCCC2)n3C)cc1

# Record cards, as listed above:
# `O=C1COc2ccc(C(=O)COc3ccc([N+](=O)[O-])cc3)cc2N1` in the list: CRFR2-BP antag = 0; CHRM5 agonist = 3; CHRM1 PAM = 11; CHRM4 PAM = 9; M5 antag = -1; CRFR2-BP ag = -0.1; M4 antag = 12; CHRM4 agonist = 1; M5 PAM = 3
# `Cc1ccc(OCC(=O)Nc2ccc3c(c2)nc(CCN2CCCC2)n3C)cc1` in the list: CRFR2-BP antag = 2; CHRM5 agonist = -1; CHRM1 PAM = 0; CHRM4 PAM = -8; M5 antag = -13; CRFR2-BP ag = 0.6; M4 antag = 1; CHRM4 agonist = 1; M5 PAM = -1

# Carrying on:
CRFR2-BP antag,CHRM5 agonist,CHRM1 PAM,CHRM4 PAM,M5 antag,CRFR2-BP ag,M4 antag,CHRM4 agonist,M5 PAM,structure
-23,1,1,2,4,-3.6,0,2,-1,CCc1c(C(=O)NNC(=S)NCc2ccccc2)csc1C
22,0,-8,-4,7,0.9,3,4,-4,CC1=NN(c2ccccc2)C(=O)/C1=C/c1cccc(C)c1
4,2,5,-1,-16,-0.8,4,1,16,Cc1noc(NS(=O)(=O)c2ccc(NC(=O)C(Cl)(Cl)Cl)cc2)c1C
26,1,-5,0,-13,-1.7,3,3,3,COC(=O)c1cc(-c2ccc(Cl)cc2)n(-c2ccc(S(N)(=O)=O)cc2)n1
-3,-1,10,5,-5,0.7,-21,1,5,COc1ccccc1OCc1ccc(C(=O)NC2CCCCC2)o1
9,3,14,22,-3,-0.1,-5,1,3,O=C(N1CCOCC1)n1cnc2ccccc21
-27,3,3,-4,12,1.8,-9,3,-2,CCOc1ccc(CC(=O)Nc2ccc(S(=O)(=O)N3CCCC3)cc2)cc1
3,-6,5,2,5,-1.3,-10,0,-2,COC(=O)c1ccc(NS(=O)(=O)NC(=O)c2cn(C)c3ccccc23)cc1
1,1,9,0,-7,-1.1,5,1,4,COc1ccc(/C=C/C(=O)N(CCC(N)=O)c2ccccc2)cc1S(=O)(=O)N1CCOCC1
11,0,3,-5,0,-0.5,0,15,-5,O=C(Nc1ccc2c(c1)OCO2)C(=O)c1c[nH]c2ccccc12
11,2,0,12,1,-1.4,1,1,1,O=C1CC(Nc2ccc(N3CCOCC3)cc2)C(=O)N1c1ccccc1 (stereo not drawn)
0,3,-1,1,8,-0.9,3,1,-2,COc1cc(O)cc2occ(-c3ccc(O)cc3)c(=O)c12
-6,-6,6,3,5,0.7,7,2,3,CCCC1(c2ccccc2)NC(=O)N(C/C=C/Cl)C1=O (stereo not drawn)
-11,-1,3,6,3,0.6,0,1,-3,O=C(N/N=C/c1c(F)c(F)c(F)c(F)c1F)c1ccc(Cn2cc(Br)cn2)o1
-13,0,2,-6,-2,0.3,5,11,1,O=C(Nc1cccc(-c2nc3ncccc3o2)c1)c1ccccc1
-18,-1,-12,-5,10,-2.0,-4,8,-7,CCOc1ccc(/C=N/n2c(C3CCCCC3)n[nH]c2=S)cc1
1,0,7,-2,-6,-0.8,-11,2,-4,CS(=O)(=O)N(CC(=O)Nc1ccccc1Cl)c1ccc(Cl)cc1
16,0,3,3,1,6.2,-10,2,1,CCCC(=O)Nc1ccc(NC(=O)c2ccccn2)cn1
22,-2,0,3,16,-3.3,7,0,-4,CCOc1ccc(CN2CCNC(=O)C2CC(=O)NCc2csc(C)n2)cc1 (stereo not drawn)
25,-3,-10,-6,2,2.0,-6,2,6,CCn1c(SCC(=O)Nc2ccccc2)nc2ccccc2c1=O
-4,-6,8,3,12,-3.2,-2,-1,3,C=C1CC2C(=O)N(Cc3ccccc3)C(C(=O)OCC)(C(=O)OCC)C1N2C(=O)OC(C)(C)C (stereo not drawn)
20,-2,10,-2,3,-2.6,-5,2,-7,COc1cccc(C(=O)Nc2ncc3c(n2)CC(C)(C)CC3=O)c1
10,-8,-1,-1,7,-4.9,1,-1,2,Cc1ccc2nc(C)cc(C(=O)OCC(=O)Nc3c(C)n(C)n(-c4ccccc4)c3=O)c2c1
-8,5,19,20,-6,-2.0,-2,-2,10,CCCC(=O)Nc1ccccc1N1CCN(C(=O)C(C)C)CC1
-9,0,4,0,-2,2.3,-4,4,-2,CCOC(=O)c1[nH]c2ccc(OC)cc2c1NS(=O)(=O)c1ccc(OC)cc1OC
30,-4,3,-3,3,-6.0,-1,-1,-4,CCOC(=O)c1c(-c2ccc(-c3ccccc3)cc2)csc1NC(=O)CCC(=O)O
8,0,14,2,1,-0.5,-18,4,-14,N#Cc1ccc(OCC(=O)N2CCN(S(=O)(=O)c3cccc(Cl)c3)CC2)cc1
5,-4,4,16,-4,-1.1,-13,1,-4,CC(C)C1CC(c2csc(N)n2)CCO1 (stereo not drawn)
22,2,12,-3,7,-1.6,2,0,3,Cc1c(C)n(CC(O)CN(CCO)CCO)c2ccccc12 (stereo not drawn)
x,0,x,3,21,x,-10,1,-12,O=C(c1ccc(Cl)c(Cl)c1)N1CCC(=O)N([C@H](COCc2ccc(Cl)cc2)Cc2ccccc2)CC1
0,1,4,-2,12,-1.3,1,0,0,O=C(CSc1nnc(-c2ccc(Cl)cc2)n1CC1CCCO1)NC1CCS(=O)(=O)C1 (stereo not drawn)
-9,-2,14,5,7,7.0,6,1,-10,O=C(c1ccc(S(=O)(=O)N2CCOCC2)cc1)N(c1ccccc1)C1C=CS(=O)(=O)C1 (stereo not drawn)
4,-8,-4,-2,23,-0.5,3,0,-6,CCN(CC)C(=S)SCC(=O)c1ccc(F)cc1
-7,0,16,5,9,2.2,-4,0,0,Cc1oc(-c2ccccc2)nc1C(=O)O
x,2,-4,-5,3,x,-7,9,-8,Cc1ccc(F)cc1C(=O)N1CCCC(c2cc(C(=O)Nc3ccccc3Cl)no2)C1 (stereo not drawn)
1,-1,9,2,1,-1.7,-3,1,3,COCc1nc2ccccc2n1Cc1ccccc1C
-8,1,0,6,0,6.2,7,1,4,CCOC(=O)/C=C/S(=O)(=O)c1ccc(NC(C)=O)cc1
8,1,17,1,12,-0.8,-4,0,-4,O=C(NCCC1CCCCN1S(=O)(=O)c1ccccc1)C(=O)Nc1ccccc1F (stereo not drawn)
0,-1,7,0,15,-0.2,4,0,1,CC1CN(C(C)C)C(=S)N(c2ccccc2)C1=O (stereo not drawn)
